# inhibitors of VEEV: inhibitors of VEEV TC-83 cytopathic effect, confirmation, Vero cells (AID 588727) | Vero cells, VEEV TC-83 cytopathic effect inhibition; higher % means a stronger effect | inhibition, % at 20 µM, or IC50 in µM where a hit was titrated | actives 0.13% (n = 350,000); in the data active means a potency from the dose series; further: strong numbers were not always called active
# Calls only; i = inactive.
SMILES,inhibitors of VEEV
Cc1cc(C)cc(OCC2CNC(=O)O2)c1 (stereo not drawn),i

# Screening results deposited in PubChem BioAssay by Southern Research Specialized Biocontainment Screening Center.

# This is a subset (hit frequency here may not be typical).
